Screening results (PubChem BioAssay)
phage Ecoli inh: growth loss of phage-infected E. coli, primary screen, RecBCD inhibitor project, absorbance, with phage, HTS; 360,000 tested, 0.26% active; inhibition, % at 11.9 µM; AID 651602, 2012; in the data active = inhibition above about 11%
AddAB inh: growth inhibition of E. coli expressing H. pylori AddAB, primary screen, AddAB inhibitor project, absorbance. inhibition, % at 11.9 µM. 330,000 tested, 0.29% active; in the data active = inhibition above about 12%;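 note: 0% = vehicle wells of infected cells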
Wnt act: Wnt/beta-catenin pathway activators, primary screen, cell-based, plate reader, single point. Wnt/beta-catenin reporter cell assay, activator. activation, % at 9.35 µM. 300,000 tested, 1.2% active; in the data active = activation above about 30%, passing the limit was not always enough; inconclusive = no clear call, values can overlap the other calls;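 note: 0% = neutral control wells and 100% = positive control wells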
E coli growth: E. coli V3065 growth inhibition, primary screen, counter-screen for AddAB inhibitor project, absorbance, OD600; 18 h; inhibition, % at 11.9 µM; 330,000 tested, 0.27% active; AID 449728, 2010;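 active = inhibition above the campaign's mean inhibition across all tested compounds plus 3 SD, cut at about 9.9% in these data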;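 note: uninfected addAB+ strain grown without phage in ampicillin broth; 0% = DMSO wells and 100% = ciprofloxacin 0.95 µg/ml wells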
CAL PDZ FP-1: untagged CAL PDZ binding inhibitors, primary screen, biochemical, fluorescence polarization, HTS. Golgi-associated PDZ and coiled-coil motif-containing protein (Homo sapiens), Q9HD26. purified CAL PDZ, TMR-peptide fluorescence polarization, 1 h. inhibition, % at 24.9 µM. 300,000 tested, 0.92% active. AID 602252, 2012;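 active = mean inhibition of at least 30% with at least half of replicates also reaching 30%; inconclusive = no clear call, values can overlap the other calls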;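 note: 0% = DMSO neutral control and 100% = excess unlabeled competitor peptide PRC23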
Tat transport: E. coli Tat export inhibitors, primary screen, MC4100, TorA-mCherry reporter, fluorescence, single point | inhibition, % at 10 µM | 340,000 tested, 0.036% active | AID 488895, 2010;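 active = mean replicate inhibition at least 50% and at least half of replicates individually reaching 50%; inconclusive = only one of the two criteria met; inactive = neither criterion met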;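 note: exported cargo escapes ClpAP degradation while cytoplasmic cargo is degraded and loses fluorescence; 0% = median of neutral control wells and 100% = median of NaSCN control wells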
CAL PDZ FP-2: CAL PDZ peptide-binding inhibitors, primary screen, biochemical, fluorescence polarization, Cer-tagged CAL PDZ, HTS. Golgi-associated PDZ and coiled-coil motif-containing protein (Homo sapiens), Q9HD26. purified CAL PDZ, TMR-peptide fluorescence polarization, 1 h. inhibition, % at 20 µM. 330,000 tested, 0.02% active. AID 504414, 2011;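 active = highest replicate inhibition of at least 40%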;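 note: plate controls were DMSO neutral control wells for no effect and unlabeled competitor peptide control wells for full effect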
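material = purified tagged CAL PDZ domain construct (CerCALP) | compound dosing = 20 µM, one dose | times = 1 h at RT | measured by = fluorescence polarization from S- and P-plane intensities, G-factor corrected | read-out = inhibition from polarization loss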
SR-BI uptake up: activators of SR-BI mediated DiI-HDL uptake, primary screen, ldlA[mSR-BI] CHO cells, DiI fluorescence; activation, % at 12.5 µM; 3 h; 100 = double the neutral-control signal; 320,000 tested, 0.096% active;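 active = mean replicate activation of at least 60% and every replicate at or above 60%; inconclusive = mean or all-replicate condition met, but not both; inactive = mean below 60% and not all replicates reaching 60%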;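 note: 0% = median plate neutral-control signal and 100% = twice that signal; values of inactives mirror those of a sister screen read the other way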
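Test system: SR-BI-overexpressing, LDLR-lacking CHO cells; Also added: labelled HDL, 10 µg/mL; Measured by: bottom-read cell fluorescence after medium removal, ex 550/em 595 nm; Timing: 3 h uptake period with compound, 37 °C; Buffer or medium: F12, 0.5% BSA, 25 mM HEPES; Doses: single compound concentration, delivered by pin transfer.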
MITF act: activators of MITF-driven TRPM1 promoter reporter, primary screen, cell-based, SK-MEL-5, luciferase, single point; SK-MEL-5 TRPM1-promoter luciferase, 24 h; % of positive control, neutral wells = 0; activation, % at 12.5 µM; 300,000 tested, 0.75% active; AID 588334, 2011;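 active = mean activation of at least 80% with every replicate also reaching 80%; inconclusive = mean reaches 80% but some replicate falls short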;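 note: 0% = neutral control wells and 100% = parthenolide positive control wells; values of inactives mirror those of a sister screen read the other way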
SR-BI HDL uptake: inhibitors of SR-BI mediated HDL lipid uptake, primary screen, ldlA[mSR-BI] cells, fluorescence, single point; Scavenger receptor class B member 1 (Mus musculus), Q61009; ldlA[mSR-BI] CHO cells, DiI-HDL uptake fluorescence, 3 h; inhibition, % at 12.5 µM; 320,000 tested, 0.96% active; AID 488896, 2010;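 active = mean replicate inhibition of at least 70% and a set share of replicates each scoring 70 or more; inconclusive = meets just one of the two criteria; inactive = fails both criteria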;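 note: 0% = median of neutral control wells and 100% = median of positive control wells; values of inactives mirror those of a sister screen read the other way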
Target sequence (Q61009 whole entry, looked up): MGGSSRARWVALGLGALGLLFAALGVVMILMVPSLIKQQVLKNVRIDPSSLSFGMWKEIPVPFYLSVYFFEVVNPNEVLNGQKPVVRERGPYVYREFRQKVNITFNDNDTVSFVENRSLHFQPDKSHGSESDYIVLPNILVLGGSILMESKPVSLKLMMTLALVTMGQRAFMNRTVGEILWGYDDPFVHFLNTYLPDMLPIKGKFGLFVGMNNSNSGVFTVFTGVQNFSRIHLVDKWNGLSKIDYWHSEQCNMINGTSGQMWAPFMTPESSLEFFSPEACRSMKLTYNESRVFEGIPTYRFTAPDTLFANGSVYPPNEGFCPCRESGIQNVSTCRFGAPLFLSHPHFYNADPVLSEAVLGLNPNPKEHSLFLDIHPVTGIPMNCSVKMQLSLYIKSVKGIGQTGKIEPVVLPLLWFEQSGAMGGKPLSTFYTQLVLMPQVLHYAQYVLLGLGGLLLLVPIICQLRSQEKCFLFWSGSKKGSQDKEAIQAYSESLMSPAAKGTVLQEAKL
Numbers without * were called inactive; ? = inconclusive; / = not tested or not shown. Rows are unselected; overall some 3.6% were active at least once.

SMILES	phage Ecoli inh	AddAB inh	Wnt act	E coli growth	CAL PDZ FP-1	Tat transport	CAL PDZ FP-2	SR-BI uptake up	MITF act	SR-BI HDL uptake
Brc1ccccc1C1N=C(c2ccccc2)NO1 (centres undefined)	3.8	4.7	23	-2.1	-22	13	-2.7	/	77	/
O=C(O)c1ccccc1-c1ccccc1C(=O)Nc1ccccc1-c1ccccc1	0.7	-0.2	-3	-0.3	-1	-3	-1.2	14	/	-14
O=C(CN1CCC(NC(=O)c2ccc(F)cc2)CC1)NCc1ccccc1F	5.3	2.0	-3	0.3	-3	1	-1.8	2	0	-2
O=C(CCOc1ccccc1)N1CCN(S(=O)(=O)c2cccs2)CC1	3.4	3.1	/	-2.1	-2	-9	-0.7	-3	9	3
COc1ccccc1C(=O)Nc1c2c(nn1-c1cccc(C)c1C)CS(=O)C2 (centres undefined)	2.6	0.5	/	-0.4	3	-3	-2.4	5	-8	-5
CCN(C[C@H]1N[C@@](C)(C(=O)OC)[C@H]2C(=O)N(Cc3ccccc3)C(=O)[C@@H]12)C(=O)c1ccc(C(C)(C)C)cc1	0.9	-0.8	0	-2.0	-3	7	0.8	-13	4	13
Cc1ccc(CNC(=O)COc2cc(O)c3c(c2)OC(C)(C)CC3=O)cc1	2.8	1.3	-1	-4.0	-1	7	-0.6	-18	10	18
Nc1ccc(SC(F)(F)F)cc1	1.3	0.9	-3	-1.2	-5	3	-0.4	10	-11	-10
COc1ccc(N(C)S(=O)(=O)c2c(C)noc2C)c(OC)c1	2.8	1.3	-1	0.3	1	-1	-1.0	4	-7	-4
Cn1c(SCC(=O)N/N=C/c2ccc([N+](=O)[O-])s2)nnc1-c1ccc(Cl)cc1	3.5	4.7	/	0.9	6	-16	0.9	2	-28	-2
COc1ccc(-c2cc(=O)oc3cc(OCC(=O)N(C)C4CCS(=O)(=O)C4)ccc23)cc1 (centres undefined)	-0.7	1.7	1	-0.9	-2	2	-3.8	-33	5	33
COc1cc(OC)cc(C(=O)N[C@H](C(=O)Nc2nc(-c3ccc(F)c(F)c3)cs2)C(C)C)c1	2.2	1.6	/	-0.2	1	-9	-0.2	-84	3	84*
CCC(=O)Nc1ccc(NC(=O)CSc2nnnn2-c2cccnc2)cc1C	1.1	1.4	-1	-2.0	-6	22	-0.4	6	-1	-6
Cc1cccc(N2C(=O)CC(Sc3nc(C)cc(C)n3)C2=O)c1 (centres undefined)	2.1	3.0	/	-4.6	-10	-6	/	11	9	-11
CCOC(=O)C1=C(C)N=c2s/c(=C\c3ccc(OCC(=O)O)cc3)c(=O)n2C1c1ccc(Cl)cc1 (centres undefined)	-1.3	/	-1	/	-6	1	-1.9	-14	/	14
Cc1cc(O)c(C=Nc2cccc(Cl)c2)c(=O)o1	0.7	0.9	-1	0.0	-2	-1	-1.2	25	/	-25
c1csc(C(c2nnnn2C2CCCCC2)N2CCN(c3nc4ccccc4s3)CC2)c1 (centres undefined)	0.6	/	0	/	-2	-4	-0.1	-24	8	24
Cc1cc(C)c(C)c(OCC(=O)N2CCCCCC2)c1	2.5	1.0	-1	-1.0	1	1	-0.7	8	/	-8
Cc1ccc(C)c(/C=C/C(=O)c2ccccc(=O)c2O)c1	7.7	15*	1	12*	0	-1	-2.1	18	-34	-18
COc1ccc(-c2nc(NC(=O)c3ccccc3)sc2-c2ccc([N+](=O)[O-])cc2)cc1	2.8	-0.7	0	-0.1	1	5	-2.1	-79	-3	79*
Cc1nnc(NC(=O)c2cccc(S(=O)(=O)N3CCN(C)CC3)c2)s1	0.5	0.2	0	2.5	-6	9	-1.3	8	0	-8
CCOc1cc(C(=O)OCc2ccc(OC)cc2)ccc1OCC(=O)N1CCOCC1	-0.5	-3.1	-1	-3.9	3	-1	-1.5	-46	-1	46
CN(C)c1ccc(-c2nn3c(-c4ccccc4Cl)nnc3s2)cc1	2.8	3.1	/	2.7	-1	-1	-0.9	8	/	-8
O=C(Nc1ccccc1N1CCOCC1)c1ccc([N+](=O)[O-])cc1	-1.0	2.0	/	1.3	-4	-4	-2.8	-5	/	5
OC(Cc1nc2ccccc2[nH]1)c1ccccc1Cl (centres undefined)	2.0	2.4	-1	0.8	1	1	-0.2	4	53	-4

(more compounds)
SMILES	phage Ecoli inh	AddAB inh	Wnt act	E coli growth	CAL PDZ FP-1	Tat transport	CAL PDZ FP-2	SR-BI uptake up	MITF act	SR-BI HDL uptake
Cc1ccc(C(=O)C2CCNCC2)cc1	4.0	1.6	2	1.1	15	-4	0.4	42	2	-42
OC1(c2cccc(C(F)(F)F)c2)CCN(Cc2nc(-c3cnccn3)no2)CC1	3.5	-0.3	-1	0.2	-3	-1	-1.4	/	-2	/
COc1ccccc1C(=O)NC(C)c1cccc2ccccc12 (centres undefined)	-0.7	1.2	-2	-2.5	-1	9	-0.7	-28	-7	28
Brc1cc2c(cc1/C=N/Nc1nc3ccccc3s1)OCO2	1.3	2.9	/	-0.6	/	14	-0.6	-13	/	13
COc1cc2sc3cc(NCc4ccc(C)o4)ccc3c(=O)c2cc1OC	0.6	0.9	?	0.2	-5	11	-4.3	-80	109*	80*
Cc1ccccc1NC(=O)c1ccno1	-0.6	1.4	-1	-1.1	2	6	-1.9	/	-3	/
CN(C)S(=O)(=O)c1cccc(NC(=S)NC(=O)c2ccco2)c1	1.6	/	15	/	-4	-1	0.1	12	68	-12
Cc1ccc(-c2nnc(-c3ccncc3)n2-c2ccc(C)cc2)cc1	1.9	-1.0	14	-0.8	-3	-9	-1.1	-32	30	32
O=Cc1cccc(OCc2cccc3ccccc23)c1	2.8	-1.5	10	-0.8	-9	13	-1.6	19	68	-19
CCC(C)NC(=O)c1ccc(NC(=O)C2=C(C)OCCS2)cc1 (centres undefined)	0.3	-1.3	0	-1.7	-3	-5	-0.4	10	5	-10
CCC(C(=O)Nc1cc(C(=O)Nc2cc(C)ccn2)ccc1Cl)c1ccccc1 (centres undefined)	5.4	0.7	1	1.1	-3	-6	-0.6	-12	3	12
CCOC(=O)c1[nH]nc(N)c1NC(=O)c1ccc(Cl)cc1Cl	2.8	-1.6	/	-0.2	11	-3	-0.2	-31	17	31
O=C(COc1ccc(Br)cc1)Nc1nnc(-c2cccnc2)s1	1.0	2.6	-1	2.0	/	/	/	/	/	/
CSc1cccc(NC(=O)CCCNC(=O)c2ccc(Cl)cc2)c1	1.1	2.4	-2	-0.4	-4	0	-3.3	-5	2	5
CCOC(=O)C1=CN(CC)S(=O)(=O)NC1CC (centres undefined)	2.3	-0.1	-1	-0.2	-2	2	-0.8	3	7	-3
COC(=O)c1ccc(NC(=O)C23CC4CC(C2)CC(n2cnc(Cl)n2)(C4)C3)cc1	0.3	1.0	-4	-1.8	-4	-5	-1.2	-6	-23	6
CN(C)C(=O)CSc1nc(-c2ccccc2)c(-c2ccccc2)o1	4.0	1.7	-1	1.5	4	13	-3.1	1	3	-1
COc1ccc(C2C(C#N)=C(N)Oc3c2c(-c2ccccc2)nn3-c2ccccc2)c(OC)c1OC (centres undefined)	1.0	-0.5	24	-0.2	5	-6	-0.7	-9	5	9
CCCN(CC(=O)Nc1ccccc1C)C(=O)C1CC(=O)N(c2ccccc2C(C)CC)C1 (centres undefined)	2.1	1.3	-4	-0.7	8	1	0.0	-21	-1	21
CC(C)N1C(=O)C(O)(C2COC(C)(C)CC2=O)c2ccccc21 (centres undefined)	2.2	0.6	-4	1.4	/	4	-0.2	16	-1	-16
CCc1ccc(C=NC23CN4CN(CN(C4)C2)C3)s1	4.2	0.8	/	2.0	8	-1	0.6	11	-7	-11
CC(=O)N(CCc1ccccc1)Cc1cc2cc(C)ccc2[nH]c1=O	-0.1	0.7	-2	0.3	-4	9	-0.2	0	/	0
COCc1cc(Sc2ccc(Cl)cc2Cl)nc(-c2ccccc2)n1	0.5	5.3	-2	-0.3	-4	6	-1.2	-56	/	56
COCCCn1c(SCc2cccc(C(F)(F)F)c2)nc2cc(OC)c(OC)cc2c1=N	0.5	-2.5	-4	2.3	4	14	-2.8	-22	/	22
O=C(c1ccco1)N1CCN(C(=O)C2(S(=O)(=O)c3ccc(Cl)cc3)CC2)CC1	2.4	-0.8	/	-2.6	-4	-3	-1.3	20	1	-20
CCOC(=O)C1CCN(CCC(=O)Nc2ccccc2)CC1	1.0	-3.7	-2	1.2	-4	-3	-1.1	12	-2	-12
O=C(CN(C(=O)c1ccc2c(c1)OCCO2)c1ccccc1)NCC1CCCO1 (centres undefined)	1.1	0.3	/	-0.7	-3	4	-1.4	-11	2	11
CCOC(=O)c1ccc(CNC(=O)c2n[nH]c(=O)c3ccccc23)o1	2.2	5.2	19	3.4	-1	-1	-1.3	0	-7	0
CN(C)C(=O)CSc1nnc([C@H](Cc2c[nH]c3ccccc23)NC(=O)OC(C)(C)C)o1	0.6	4.3	-1	1.8	-1	1	-1.3	8	/	-8

Reformatted comma-delimited: entries from further up.
molecule,phage Ecoli inh,AddAB inh,Wnt act,E coli growth,CAL PDZ FP-1,Tat transport,CAL PDZ FP-2,SR-BI uptake up,MITF act,SR-BI HDL uptake
O=C(CN(C(=O)c1ccc2c(c1)OCCO2)c1ccccc1)NCC1CCCO1 (centres undefined),1.1,0.3,/,-0.7,-3,4,-1.4,-11,2,11
CCOC(=O)c1ccc(CNC(=O)c2n[nH]c(=O)c3ccccc23)o1,2.2,5.2,19,3.4,-1,-1,-1.3,0,-7,0
CCc1ccc(C=NC23CN4CN(CN(C4)C2)C3)s1,4.2,0.8,/,2.0,8,-1,0.6,11,-7,-11
COc1ccc(C2C(C#N)=C(N)Oc3c2c(-c2ccccc2)nn3-c2ccccc2)c(OC)c1OC (centres undefined),1.0,-0.5,24,-0.2,5,-6,-0.7,-9,5,9
COc1ccccc1C(=O)NC(C)c1cccc2ccccc12 (centres undefined),-0.7,1.2,-2,-2.5,-1,9,-0.7,-28,-7,28
CC(C)N1C(=O)C(O)(C2COC(C)(C)CC2=O)c2ccccc21 (centres undefined),2.2,0.6,-4,1.4,/,4,-0.2,16,-1,-16
